HePTP inhibitor: inhibitors of human HePTP phosphatase; P35236; AID 521; recombinant HePTP phosphatase activity, OD absorbance; hit rate 0.64% among 110,000; inhibition, % at 20 µM; in the data active = inhibition above about 50%;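 also: plate controls were vehicle for no effect and reference inhibitor for full effect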
Target sequence (P35236 whole entry, looked up): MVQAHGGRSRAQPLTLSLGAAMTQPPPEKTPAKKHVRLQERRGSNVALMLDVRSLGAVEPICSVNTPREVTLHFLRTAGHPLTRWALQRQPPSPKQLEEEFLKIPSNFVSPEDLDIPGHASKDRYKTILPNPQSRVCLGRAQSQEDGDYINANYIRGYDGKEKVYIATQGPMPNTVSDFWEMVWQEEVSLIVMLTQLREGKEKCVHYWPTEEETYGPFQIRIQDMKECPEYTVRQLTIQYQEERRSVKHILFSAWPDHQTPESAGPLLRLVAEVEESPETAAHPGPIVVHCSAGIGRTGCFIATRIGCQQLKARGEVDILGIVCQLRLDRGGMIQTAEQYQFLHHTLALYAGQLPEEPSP
BAP1 block: blocks human BAP1 ubiquitin-AMC hydrolysis. recombinant BAP1, Ub-AMC hydrolysis fluorescence kinetic; stronger effect = lower value. activity remaining (% of control), % at 20 µM. hit rate 0.48% among 72,000;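 active = activity remaining at or below 50% of control, provided the compound also passes the data quality filters; inactive = the rest, including low values that fail the filters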;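 also: 100% = DMSO wells rate and 0% = substrate alone blank rate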
Target sequence (Q92560 whole entry, looked up): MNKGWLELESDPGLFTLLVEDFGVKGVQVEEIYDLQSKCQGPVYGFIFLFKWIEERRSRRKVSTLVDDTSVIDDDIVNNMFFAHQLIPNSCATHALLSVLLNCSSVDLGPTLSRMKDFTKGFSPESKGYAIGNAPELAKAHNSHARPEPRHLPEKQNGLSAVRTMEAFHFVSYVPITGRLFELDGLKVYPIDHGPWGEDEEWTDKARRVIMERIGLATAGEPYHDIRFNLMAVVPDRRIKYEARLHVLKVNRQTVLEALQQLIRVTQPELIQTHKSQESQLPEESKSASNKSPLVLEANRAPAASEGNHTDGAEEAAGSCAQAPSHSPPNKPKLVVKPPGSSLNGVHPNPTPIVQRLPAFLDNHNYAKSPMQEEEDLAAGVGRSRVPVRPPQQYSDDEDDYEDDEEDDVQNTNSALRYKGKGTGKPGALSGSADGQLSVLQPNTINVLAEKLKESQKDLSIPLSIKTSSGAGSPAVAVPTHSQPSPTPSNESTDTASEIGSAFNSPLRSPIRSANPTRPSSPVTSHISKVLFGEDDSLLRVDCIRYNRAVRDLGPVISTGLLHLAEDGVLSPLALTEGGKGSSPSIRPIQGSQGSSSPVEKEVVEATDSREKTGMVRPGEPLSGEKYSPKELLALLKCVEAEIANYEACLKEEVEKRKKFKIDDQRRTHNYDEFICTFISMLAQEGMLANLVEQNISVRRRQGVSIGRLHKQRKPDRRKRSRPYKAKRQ
The depositor's hits bear a star; . = no result given; & = joins results of further samples.

SMILES	HePTP inhibitor	BAP1 block
COC(=O)c1ccc(COc2cc3oc(=O)cc(-c4ccccc4)c3cc2Cl)cc1	-10	.
CCCC(C)NC(=O)c1ccc(-c2ccccc2)cc1 (stereo not drawn)	7	.
COc1ccccc1OCCCc1c(C)n[nH]c1C	1&-1	101
CSc1nc(O)c(Cc2ccccc2)c(=O)n1-c1ccccc1	-1	.
CCN1CCN(Cc2nc3c(c(=O)n(C)c(=O)n3C)n2C(C)C(C)=O)CC1 (stereo not drawn)	9	.
Cc1cccc(-c2nc(CN3CCCC(C(=O)NC4CCCC4)C3)c(C)o2)c1 (stereo not drawn)	11	103
CCn1nnc(NC(=O)COc2ccc(C3CCCCC3)cc2)n1	6	93
CC(NC(=O)Cc1cccs1)C(c1cccs1)N1CCOCC1 (stereo not drawn)	.	111
CCn1cc(C(=O)O)c(=O)c2cc(-c3ccc([N+](=O)[O-])o3)c(Cl)cc21	-17	.
O=C(O)CCCN1C(=O)C(=O)/C(=C(/O)c2ccccc2)C1/C=C/c1ccccc1 (stereo not drawn)	7	.
O=C(/C=C\c1ccccc1)Nc1ccc(NC(=O)c2ccco2)cc1	-11	.
O=C(O)/C=C/C(=O)Nc1ccc(N2CCCCC2)cc1	9	.
COC(=O)CSc1nc2cc3c(cc2cc1C#N)OCO3	7	98
CC(=O)c1ccc(C(=O)Nc2nc3c(s2)CCCC3)cc1	.	128
CC(C)(C)c1csc(NC(=O)COc2ccc(F)cc2)n1	6	.
O=C(c1nn2c(c1Cl)NC(c1ccccc1)CC2C(F)(F)F)N1CCCCC1 (stereo not drawn)	.	100
COC(=O)c1ccc(S(=O)(=O)NCc2cccc(OC)c2)n1C	9	90
CCOc1ccc2[nH]c(=O)c(CN(CCOC)C(=O)N3CCOCC3)cc2c1	-4	.
Cc1ccc(-c2cc3nc(C)c(C)c(=O)n3[nH]2)cc1	4	.
O=C(Oc1ccc2c(c1)OCO2)c1ccc(Br)c(S(=O)(=O)N2CCOCC2)c1	1	105
O=C(CC(c1ccccc1O)N1CCCCC1)N1CCCCC1 (stereo not drawn)	2	.
Cc1cc(NC(=O)c2cc(-c3ccccc3)on2)n(-c2ccccc2)n1	-9	65
Cc1cccc2c1nc1s/c(=C\c3cc4c(cc3Cl)OCO4)c(=O)n12	6	.
Cc1ccc(-c2nc(CSCC(=O)NCCN3CCN(Cc4ccccc4)CC3)c(C)o2)cc1	.	159
CCOC(=O)C1=C(C)NC(=O)NC1c1cccnc1 (stereo not drawn)	5	98

Profiles, looked up by structure. Order of screens: HePTP inhibitor | BAP1 block
Record of CCOc1ccc2[nH]c(=O)c(CN(CCOC)C(=O)N3CCOCC3)cc2c1 : -4 | .
Record of O=C(c1nn2c(c1Cl)NC(c1ccccc1)CC2C(F)(F)F)N1CCCCC1 (stereo not drawn) : . | 100
Record of O=C(/C=C\c1ccccc1)Nc1ccc(NC(=O)c2ccco2)cc1 : -11 | .
Record of O=C(O)CCCN1C(=O)C(=O)/C(=C(/O)c2ccccc2)C1/C=C/c1ccccc1 (stereo not drawn) : 7 | .
Record of CCn1cc(C(=O)O)c(=O)c2cc(-c3ccc([N+](=O)[O-])o3)c(Cl)cc21 : -17 | .

As entered above:
CC(NC(=O)Cc1cccs1)C(c1cccs1)N1CCOCC1 (stereo not drawn) in BAP1 block has 111
CCn1nnc(NC(=O)COc2ccc(C3CCCCC3)cc2)n1 in HePTP inhibitor has 6
COc1ccccc1OCCCc1c(C)n[nH]c1C in BAP1 block has 101
COC(=O)CSc1nc2cc3c(cc2cc1C#N)OCO3 in BAP1 block has 98
O=C(O)CCCN1C(=O)C(=O)/C(=C(/O)c2ccccc2)C1/C=C/c1ccccc1 (stereo not drawn) in HePTP inhibitor has 7

New compounds follow:
SMILES	HePTP inhibitor	BAP1 block
CC(C)C(=O)N=c1sc2cc(F)cc(F)c2n1C	-5	95
O=C(Cn1cnc2ccccc2c1=O)Nc1ccc2c(c1)OCCO2	13	125
COC(=O)C(F)(F)Sc1c(C)[nH]c2ccccc12	17	107
CS(=O)(=O)N(CC(=O)NC1CC1)c1ccc(Oc2ccccc2)cc1	2	.
CC1CCCCC1NC(=O)c1cc2c(s1)CS(=O)(=O)C2 (stereo not drawn)	5	92
O=C(NN=C1c2ccccc2-c2ccccc21)c1ccccn1	14	.
Cc1cccc(NC(=O)CSc2nnc(CCCCCNC(=O)OC(C)(C)C)o2)c1C	-13	90
Cc1cc(=O)n2ncnc2n1COCCO	-8	85
CC(=O)Nc1ccc(S(=O)(=O)N2CCCC2C(=O)O)cc1 (stereo not drawn)	-2	111
CCOC(=O)Cc1cc(=O)n2[nH]c(C)c(-c3ccccc3)c2n1	7	75
O=c1sc2ccccc2n1CCOc1ccccc1	19	.
CCOC(=O)c1c(C)n(-c2ccc(Cl)cc2)c2ccc(OC)cc12	.	58
CC(C)(C)NC(=O)C(OC(=O)Cn1nnc(-c2ccc(F)cc2)n1)c1ccncc1 (stereo not drawn)	1	116
Cc1nn(Cc2ccc(Cl)cc2)c(C)c1NC(=O)C1CC=CCC1C(=O)O (stereo not drawn)	2	95
CCOC(=O)C1=C(C)NC(=O)CC1c1cccc([N+](=O)[O-])c1 (stereo not drawn)	.	91
O=C(CN1C2=NCCCN2c2ccccc21)c1ccc(Br)cc1	6	.
Cc1cc(NC(=O)CSc2nnc3c4c(C)c(C)sc4ncn23)no1	4	104
O=C(Nc1ccc(NC(=O)C23CC4CC(CC(C4)C2)C3)cn1)c1ccco1	11	85
COc1ccc(CN(CCCN2CCOCC2)C(=O)Nc2cccc(Cl)c2)cc1OC	5	104
COc1ccc(C(=O)N(Cc2ccco2)C(C(=O)NC2CCCC2)c2ccc(O)cc2)cc1OC (stereo not drawn)	4	99
O=CN1Cc2[nH]c3ccccc3c2N(c2ccc(Cl)cc2)C1=O	2	98
O=C(NCc1cccnc1)C1c2ccccc2C(=O)N1C1CCCCCCC1 (stereo not drawn)	-6	86
Cc1cc(C)nc(SCNC(=O)c2ccccc2)n1	.	52
CCC(=O)Oc1cc2oc(CC)c(-c3nc(C)cs3)c(=O)c2cc1CC	-10	.
Cc1cc(C(=O)O)c(CSc2ncn[nH]2)o1	2	73
SMILES	HePTP inhibitor	BAP1 block
CC(C)=NNC(=O)CN(C1=NS(=O)(=O)c2ccccc21)c1ccccc1	6	.
CCc1nccn1S(=O)(=O)c1cc(Br)ccc1OC	2	.
CCN(CC)c1ccc(C=C2C(=O)NC(=S)NC2=O)cc1[N+](=O)[O-]	5	.
CCOC(=O)c1c(NC(=S)NCc2ccccc2)sc2c1CC(C)(CC)OC2 (stereo not drawn)	-11	.
N#CC1=C(N)C(C#N)(C#N)C2(C(=O)Nc3ccccc32)C2CCCC=C12 (stereo not drawn)	13	102
Cc1cccc(NC(=O)c2cnccn2)c1C	1	.
CCOC(=O)c1c(NC(=O)c2cccc(F)c2)sc2c1CCC(C(C)(C)C)C2 (stereo not drawn)	.	103
CCOC(=O)c1sc(NC(=O)COC(=O)c2ccco2)nc1C	14	98
O=P(C1=C(N2CCOCC2)/C(=C\c2ccccc2)CC1)(N1CCOCC1)N1CCOCC1	-13	105
Cc1[nH]nc(-c2ccc(O)cc2O)c1Oc1ccccc1	0	102
COc1ccc(C(CC(=O)c2ccc(C)cc2)Nc2ccc(I)cc2)cc1OC (stereo not drawn)	6	.
CSc1ncccc1C(=O)OCc1ccccc1F	-8	88
CCOC(=O)C1=C(N)Oc2c(ccc3ccccc23)C1c1ccc(OC)cc1 (stereo not drawn)	-3	.
Cc1sc2nc(C3CC3)nc(N3CCN(S(=O)(=O)c4ccc(F)cc4)CC3)c2c1C	11	50
O=c1[nH]cnc2c1oc1ccccc12	1	110
COC(=O)c1ccc(NC(=O)CN2CCN(S(=O)(=O)c3cc(Cl)ccc3OC)CC2)cc1	7	88
CCCn1c(OC)nc2c1c(=O)n(C)c(=O)n2C	1	102
Cn1c(=O)c2c(nc(N3CCOCC3)n2C)n(C)c1=O	6	97
Nc1nnnn1CC(=O)N/N=C/c1ccc(Cl)cc1	4	.
CCCCNC(=O)c1cnc2n(c1=O)CCS2	6	99
CCOc1ccc(N(CC(=O)Nc2ccc(OC)cc2OC)S(=O)(=O)c2ccccc2)cc1	7	.
COC(=O)c1ccc(/C=N/NC(=O)CC2C(=O)NN=C2C)cc1 (stereo not drawn)	4	.
COCCCNC(=O)c1c(N)n(-c2ccc3c(c2)OCO3)c2nc3ccccc3nc12	4	117
Cc1cccc(N2C(=O)NC(=O)/C(=C\c3cc(C)n(-c4cccnc4)c3C)C2=O)c1	0	.
O=C(c1cn[nH]c1)c1cc(F)ccc1O	1	103
SMILES	HePTP inhibitor	BAP1 block
O=c1[nH]c(CN2CCN(Cc3ccccc3)CC2)nc2sc3c(c12)CCC3	3	111
Cc1ccc(-c2nc3cc(Cl)ccc3o2)cc1NC(=O)C(C)C	-2	.
COc1ccc(C2NC(=O)NC(C)=C2C(=O)Nc2cc(C)ccc2C)cc1OC (stereo not drawn)	5	95
Cc1cc(C(=O)Nc2ccccc2C(=O)O)ccc1NC(=O)CC(C)C	6	.
COCCNC(=O)/C(=C/c1ccco1)NC(=O)c1ccc(OC)cc1	4	.
Cc1ccc(S(=O)(=O)N(CC(=O)N2CCC(C(N)=O)CC2)c2cccc(C(F)(F)F)c2)cc1	6	88
O=C(Cn1nnc(-c2ccccc2)n1)N1CCN(S(=O)(=O)c2ccc(Cl)cc2)CC1	5	73
COc1ccc(/C=C2\SC(=S)N(CCCCCC(=O)N3CCN(C)CC3)C2=O)cc1	4	.
Nc1nc2c(ncn2COCCO)c(=O)[nH]1	1	92&93
COc1ccc([N+](=O)[O-])cc1-c1ccc(/C=N\Nc2ccc([N+](=O)[O-])cn2)o1	9	.
COc1cccc(C(=O)Nc2cccc3ccccc23)c1	-13	.
CCCCCCC(=O)Nc1ccc(Cl)cn1	7	78
Cc1cc(C)cc(N(CC(=O)NCc2ccco2)S(=O)(=O)c2ccccc2)c1	-12	.
CCCS(=O)(=O)c1c(S(=O)(=O)CCC)c2ccccn2c1C(=O)c1ccc(C)cc1	12	.
O=C(Nc1ccccc1C(=O)NCc1cccnc1)c1ccco1	-14	106
CCOC(=O)c1sc(NC(=O)c2cc(Cl)ccc2[N+](=O)[O-])c(C(=O)OCC)c1C	4	.
O=C(CSc1nnc(-c2ccccc2)n1Cc1ccccc1)N1CCOCC1	-6	99
CCOc1nc(-c2ccccc2)ccc1-c1noc(-c2cccnc2)n1	-10	102
O=[N+]([O-])c1cccc(N=Cc2ccc[nH]2)c1	-5	.
CCCCc1ccc(NC(=O)N[C@H](C(=O)O)C(C)CC)cc1 (stereo partly drawn)	-6	111
O=C(Nc1ccc2ccccc2c1)C1COc2ccccc2O1 (stereo not drawn)	8	.
Cc1cc(C(=O)NCC(c2ccco2)N(C)C)no1 (stereo not drawn)	2	.
COc1cccc(C(=O)Nc2cc(-c3nc4ccccc4[nH]3)ccc2C)c1	.	123
CC(C)CC(=O)N1CCN(C(=O)c2cccc(F)c2)CC1	2	99
O=C(Nc1ccccc1)c1ccc(CN2CCN(c3ccccc3)CC2)cc1	-15	.
SMILES	HePTP inhibitor	BAP1 block
Cc1ccc(/C=C/C(=O)Nc2ccccc2Cl)o1	3	.
CCOC(=O)C1=C(CS(=O)(=O)c2ccc(F)c(C)c2)NC(=O)NC1c1ccc(O)c(O)c1 (stereo not drawn)	4	89
COC(=O)C(NC(=O)c1ccccc1)=C1CCCCC1	6	96
COc1ccc(OC)c(NC(=O)CN2C(=O)c3ccccc3S2(=O)=O)c1	9	97
CCOC(=O)C1=C(C)N=c2s/c(=C\c3ccc(C)cc3)c(=O)n2C1c1ccc(OC)cc1 (stereo not drawn)	-33	.
NC(=O)CNC(=O)C1CCCc2c1[nH]c1ccc(Cl)cc21 (stereo not drawn)	-5	126
O=C(Nc1cc(C(F)(F)F)ccc1Cl)c1ccccc1[N+](=O)[O-]	-16	.
Cn1c(SCC(=O)N/N=C/c2ccc(O)cc2O)nc2ccccc21	12	.
CCCN(CCC)CCNC(=O)Cn1cnc2sc(C)c(S(=O)(=O)N3CCOCC3)c2c1=O	-5	.
CCCCn1c(C(C)O)nc2ccccc21 (stereo not drawn)	4	78
CCOC(=O)c1cnc2cc(-c3cccc(F)c3)[nH]n2c1=O	-16	.
COc1ccc(C2C(C#N)=C(N)N3C(=C2C#N)Sc2ccccc23)cc1 (stereo not drawn)	14	69
COc1ccc(OC(=O)c2cccc([N+](=O)[O-])c2)c(C(C)=O)c1	.	61
Cc1ccc(CN2C(=O)CCC2C(=O)NC2CCCC2)cc1 (stereo not drawn)	11	106
CCc1ccc(-c2csc(NC(=O)C3C4CCC(C4)C3C(=O)O)n2)cc1 (stereo not drawn)	10	.
COCCN1CCn2c(nc3cc(NC(=O)c4ccc(OC)cc4)ccc32)C1	4	118

Grouped by structure, those above with a CF3 group (3)
SMILES	HePTP inhibitor	BAP1 block
O=C(c1nn2c(c1Cl)NC(c1ccccc1)CC2C(F)(F)F)N1CCCCC1 (stereo not drawn)	.	100
Cc1ccc(S(=O)(=O)N(CC(=O)N2CCC(C(N)=O)CC2)c2cccc(C(F)(F)F)c2)cc1	6	88
O=C(Nc1cc(C(F)(F)F)ccc1Cl)c1ccccc1[N+](=O)[O-]	-16	.

7 compounds already listed, sorted by their value in BAP1 block, smallest number first:
SMILES	HePTP inhibitor	BAP1 block
COc1ccc(OC(=O)c2cccc([N+](=O)[O-])c2)c(C(C)=O)c1	.	61
COc1ccc(C2C(C#N)=C(N)N3C(=C2C#N)Sc2ccccc23)cc1 (stereo not drawn)	14	69
CCCCn1c(C(C)O)nc2ccccc21 (stereo not drawn)	4	78
CCOC(=O)C1=C(CS(=O)(=O)c2ccc(F)c(C)c2)NC(=O)NC1c1ccc(O)c(O)c1 (stereo not drawn)	4	89
COC(=O)C(NC(=O)c1ccccc1)=C1CCCCC1	6	96
Cc1ccc(CN2C(=O)CCC2C(=O)NC2CCCC2)cc1 (stereo not drawn)	11	106
COCCN1CCn2c(nc3cc(NC(=O)c4ccc(OC)cc4)ccc32)C1	4	118
